Screening data from PubChem BioAssay.
Hsp70 displacement: small molecules displacing fluorescent ligand from Hsp70 – biochemical, fluorescence polarization, primary screen (AID 583); Hsp70 fluorescence polarization probe displacement, mP; higher % means a stronger effect; displacement, % at 20 µM, or IC50 in µM where a hit was titrated; hit rate 0.06% among 140,000; in the data active = displacement above about 50%;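 also: plate controls were vehicle for no effect and reference ligand for full effect; a part of the inactive calls stands beside numbers as strong as those of hits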
MKP-3 inhibition: inhibition of rat DUSP6 enzyme activity – biochemical, in vitro, primary screen (AID 425). recombinant MKP-3 phosphatase activity, fluorescence; higher % means a stronger effect. inhibition, % at 20 µM; hits with a dose series show IC50 in µM. hit rate 0.17% among 110,000; in the data active = inhibition above about 50%;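 also: plate controls were vehicle for no effect and reference inhibitor for full effect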
Numbers without * were called inactive; . = not tested or not shown.

Hsp70 displacement	MKP-3 inhibition	SMILES
-1.9%	-5.2%	C(=N\n1cnnc1)/c1ccc(N2CCOCC2)s1
1.5%	3.3%	Cc1ccc(OCC(=O)NNC(=O)c2cccs2)c(C)c1
-3.3%	-8.2%	O=C(CN1C(=O)c2ccccc2C1=O)N1CCN(c2ccccc2)CC1
1.8%	-10.2%	Cc1ccc(C2C(=O)N(C3CCC(C)CC3)CC(=O)N2C2CC2)cc1 (stereo not drawn)
-4.4%	.	CN(CC(=O)O)S(=O)(=O)c1ccc(F)cc1
-5.2%	-2.6%	CC1(C)Oc2ccc(C(=O)N3CCc4ccccc43)cc2N(CC(=O)N2CCCC2)C1=O
3.0%	-9.3%	CCN(CC)S(=O)(=O)c1cccc(-c2nnc(SC(C)C#N)n2Cc2ccccc2)c1 (stereo not drawn)
-1.4%	-4.5%	Cc1nc2ccc(NC3=NCCCCC3)cc2s1
-0.1%	-13.1%	COc1cc(C(=O)Nc2cnc(NC(=O)C(C)C)cc2C)cc(OC)c1OC
4.3%	-6.4%	O=C(CSc1n[nH]c(-c2ccccc2Br)n1)NC(=O)NCc1ccco1
0.3%	-5.2%	Cc1nnc(SCC(=O)NCc2ccc3c(c2)OCO3)s1
-6.1%	6.2%	CC1=C(C(=O)OCCc2ccccc2)C(c2ccc(Cl)cc2)C2=C(CCCC2=O)N1 (stereo not drawn)
-6.4%	0.1%	O=[N+]([O-])c1ccc2nc(SCc3cccc4ccccc34)sc2c1
-0.1%	3.2%	O=C(O)CCCC(=O)Nc1nc(-c2ccc([N+](=O)[O-])cc2)cs1
-5.1%	.	COc1ccc(Cn2c(CCC(=O)Nc3ccccc3)nc3cccnc32)cc1

A few values from the results shown:
C(=N\n1cnnc1)/c1ccc(N2CCOCC2)s1 in MKP-3 inhibition: -5.2%
CCN(CC)S(=O)(=O)c1cccc(-c2nnc(SC(C)C#N)n2Cc2ccccc2)c1 (stereo not drawn) in Hsp70 displacement: 3.0%
O=C(O)CCCC(=O)Nc1nc(-c2ccc([N+](=O)[O-])cc2)cs1 in Hsp70 displacement: -0.1%
CC1(C)Oc2ccc(C(=O)N3CCc4ccccc43)cc2N(CC(=O)N2CCCC2)C1=O in Hsp70 displacement: -5.2%
CC1=C(C(=O)OCCc2ccccc2)C(c2ccc(Cl)cc2)C2=C(CCCC2=O)N1 (stereo not drawn) in Hsp70 displacement: -6.1%

The list goes on.
Hsp70 displacement	MKP-3 inhibition	SMILES
0.1%	-5.3%	CCOC(=O)CCC(=O)NCc1ccc2[nH]c(C)cc2c1
0.7%	5.6%	COc1ccc(OC)c(C2NC(c3cc(OC)ccc3OC)C(C)C(C)(O)C2C)c1 (stereo not drawn)
-7.1%	-1.0%	O=c1oc(-c2cc3ccccc3o2)nc2sc3c(c12)CCCC3
-16.3%	1.0%	COc1ccc(C(=O)/C=C\Nc2ccc(Cl)cn2)cc1
7.8%	2.8%	CCOc1cc(/C=C2\C(=O)NC(=O)N(c3cc(C)cc(C)c3)C2=O)ccc1O
-1.6%	-2.7%	CCOC(=O)C(C)Sc1nc(N)c(NC(=O)c2ccc(OC)c(OC)c2)c(=O)[nH]1 (stereo not drawn)
-3.3%	-10.1%	COc1ccc(C)cc1NC(=O)C1CC(=O)N(Cc2ccco2)C1 (stereo not drawn)
-3.0%	-8.1%	CCS(=O)(=O)CCSc1nc2ccccc2o1
0.1%	.	O=C1NC2(CCCCCC2)N=C1c1ccc(F)cc1
-3.3%	-1.1%	O=C(Oc1ccc2ccccc2c1)c1ccco1
-1.2%	11.0%	O=C(Nc1nc(-c2ccncc2)cs1)c1ccco1
-3.1%	0.0%	CCOC(=O)C1=C(C)N=c2s/c(=C\c3ccccn3)c(=O)n2C1c1ccc(Cl)cc1 (stereo not drawn)
4.2%	-2.4%	O=C(COc1ccc(Br)cc1)Nc1cccc(Cl)c1
-5.4%	3.9%	CC(=O)NC1=NC(=O)/C(=C\c2ccc(C(C)C)cc2)S1
-5.7%	.	COc1ccc(-c2nnc(SCc3cccc(C)c3)n2N)cc1

Carrying on:
Hsp70 displacement	MKP-3 inhibition	SMILES
-3.2%	-9.8%	O=C(CN1CCc2ccccc2C1)Nc1ccccc1N1CCCCCC1
1.3%	-2.8%	CCOc1cc(/C=C2\SC(N)=NC2=O)cc(Br)c1OS(=O)(=O)c1ccc([N+](=O)[O-])cc1
-0.1%	4.3%	COc1nc(C)ccc1-c1noc(-c2ccncc2)n1
-4.3%	6.7%	CCn1c(SCC(=O)Nc2nonc2C)nnc1-c1ccoc1C
-9.1%	.	CC(=Nc1ccccc1)c1sc2ccccc2c1O
-0.1%	3.9%	COc1cc(Br)c(C2CC(=O)Nc3ccc4ccccc4c32)cc1OC (stereo not drawn)
1.9%	1.3%	O=[N+]([O-])c1ccc(-c2nnc(-c3ccccc3I)o2)cc1
2.3%	.	Cc1cc(Br)ccc1OCC(=O)N1CCCCCC1
1.5%	.	CCc1cc(C)c(O)c(CC)n1
-0.4%	-0.7%	CCN(CC)c1ccc(C2C3CCCCC3(O)CCN2CC(=O)N2CCCCC2)cc1 (stereo not drawn)
-3.7%	-4.7%	CCOc1ccccc1OCCCC(=O)N1CCN(S(=O)(=O)c2ccc(C)cc2)CC1
5.6%	.	CC(C)C(=O)c1cn(CC(=O)N2CCCc3ccccc32)c2ccccc12
4.0%	1.8%	Cc1ccc(P(=O)(CSC(=N)N)c2ccc(C)cc2)cc1
-2.4%	1.4%	NC(=O)c1c(NS(=O)(=O)c2ccc(Br)cc2)sc2c1CCCCCC2
0.1%	-0.4%	COc1ccc(CN=Cc2ccc(OC3CSC3)cc2)cc1

Next section:
Hsp70 displacement	MKP-3 inhibition	SMILES
-3.2%	.	O=CN1CCc2scc[n+]2-c2ccccc21
2.0%	-5.1%	Cc1ccc(NC(=O)CS(=O)CC(=O)NC(C)CCc2ccco2)cc1Cl (stereo not drawn)
0.8%	-5.6%	O=C(CN1CCCC1)N1c2ccccc2Sc2ccccc21
1.7%	.	COc1ccc(CCN2CC34C=CC(O3)C(C(=O)NCc3ccccc3Cl)C4C2=O)cc1OC (stereo not drawn)
0.6%	-3.9%	CC1=C(C(=O)OCc2ccccc2)C(c2cccnc2)n2ncnc2N1 (stereo not drawn)
10.1%	0.3%	CC(C)C(NC(=O)C1CCCCC1)C(=O)Nc1ccc2c(c1)OCCO2 (stereo not drawn)
5.7%	0.5%	COc1ccc(N(CC(=O)N(Cc2ccccc2)Cc2ccccc2)S(=O)(=O)c2ccccc2)cc1
7.3%	-14.2%	Cn1c(=O)c2c(nc(SCC(=O)Nc3ccccc3N3CCCCC3)n2C)n(C)c1=O
3.2%	-3.0%	O=C1NC(c2ccc(Br)cc2)=N/C1=C/c1ccccc1
2.5%	-2.5%	O=C1CSC(=Nc2ccc(F)cc2)N1
4.0%	-1.9%	O=C1/C(=C/c2ccc(Br)cc2)SC(=S)N1c1cccc(Br)c1
-2.1%	.	CC(=O)c1ccc(NC(=O)Nc2ccc3c(c2)N(C)C(=O)CS3)cc1
1.5%	2.3%	CCOc1ccc2nc(N3C(=O)C4C5c6ccccc6C(c6ccccc65)C4C3=O)sc2c1 (stereo not drawn)
0.5%	2.5%	CC1=NC(Nc2nc(C)c3ccccc3n2)=NC(C)(C)C1
2.3%	8.1%	Cc1ccc(CCNC(=O)c2nnn(-c3cccc(C)c3)c2N)cc1

More structures follow.
Hsp70 displacement	MKP-3 inhibition	SMILES
2.4%	-0.2%	COc1ccccc1NC(=O)C1=C(C)NC2=C(C(=O)CCC2)C1c1ccc(Cl)cc1 (stereo not drawn)
0.1%	5.2%	O=C1CC(c2ccco2)CC(O)=C1C=NCCN1CCNCC1 (stereo not drawn)
2.1%	2.0%	CC(=O)CC(=O)Nc1c(Cl)cccc1Cl
1.0%	7.9%	Nc1cc(OC(=O)c2cccs2)nn1S(=O)(=O)c1ccc(F)cc1
0.9%	-5.2%	CCCC(c1nnnn1Cc1cccs1)N1CCN(C2CCCC2)CC1 (stereo not drawn)
-2.5%	0.8%	CCOc1ccc(N(CC(=O)NC(C)C)S(=O)(=O)c2ccc(SC)cc2)cc1
2.3%	-4.3%	O=C(CCN1C(=O)C2C3C=CC(C3)C2C1=O)N1CCN(c2ccccc2Cl)CC1 (stereo not drawn)
5.7%	.	CCOc1ccc2c(=O)c(Oc3ccccc3)c(C)oc2c1
-0.2%	.	Clc1ccc(CCNc2nc3ccccc3s2)cc1
2.8%	5.2%	CCOc1ccc(CCNC(=O)CCc2nc(-c3ccc(OC)cc3)no2)cc1OCC
-3.2%	0.5%	Cc1cccc(-n2ncc3c(N)ncnc32)c1
-1.3%	2.3%	CCCC/C(CC)=N\NC(=O)c1cc([N+](=O)[O-])cc([N+](=O)[O-])c1
-2.1%	6.3%	CCC(C)(C(=O)Nc1ccc2c(c1)OCCO2)N(C(C)=O)c1ccc(C(N)=O)cc1 (stereo not drawn)
2.2%	1.0%	COc1cc(CC(=O)Oc2ccc3c(c2)OCO3)cc(OC)c1OC
2.5%	.	Cc1ccc(Nc2c(N)c(=O)oc3ccccc23)cc1

Continued:
Hsp70 displacement	MKP-3 inhibition	SMILES
-0.7%	-0.2%	CCC(Oc1ccccc1)C(=O)Nc1cc(C)ccn1 (stereo not drawn)
-2.2%	0.9%	O=C1/C(=C/c2ccccc2Cl)SC(=S)N1c1ccc(Br)cc1
.	-4.2%	CCn1cc(Cl)c(C(=O)Nc2nc3ccccc3n2CCN2CCCCC2)n1
6.4%	-1.6%	NC(=O)c1ccc[n+](CC(=O)c2cc3ccccc3oc2=O)c1
63.6%	-0.1%	CSCCOC(=O)C1=C(C)NC(=O)NC1c1cccc2ccccc12 (stereo not drawn)
-2.2%	6.6%	NC(=O)/C=C/c1cn(-c2ccccc2)nc1-c1ccccc1
-2.1%	-0.9%	NC(=O)c1cnn2c1NC(c1cccs1)CC2C(F)(F)F (stereo not drawn)
2.3%	0.3%	CCN1C(=O)/C(=C\c2cccc(OCc3ccc(Cl)cc3Cl)c2)SC1=S
4.8%	2.9%	CC(=O)Oc1ccc(-c2cccc(C(=O)NC(CO)C(O)c3ccc([N+](=O)[O-])cc3)c2)cc1 (stereo not drawn)
4.6%	-5.3%	COc1ccc(C(=O)n2nc(-c3ccc(C)cc3)nc2N)cc1OC
16.9%	0.3%	Cc1oc(NC(=O)CCCC(=O)O)c(C#N)c1C
-36.6%	.	C=CCN1C(=O)C2(NNc3ccccc3O2)c2ccccc21 (stereo not drawn)
4.9%	0.0%	CC(C)Cn1c(=O)c(C(=O)Nc2ncccn2)c(O)c2ccccc21
9.3%	1.1%	c1ccc(Cn2nnnc2CN2CCN(Cc3ccc4c(c3)OCO4)CC2)cc1
1.0%	-0.5%	COCCNC(=O)CN(c1ccc(OC)c(Cl)c1)S(C)(=O)=O

(continued)
Hsp70 displacement	MKP-3 inhibition	SMILES
-4.8%	-11.5%	c1ccc(SCc2nc(-c3cccnc3)no2)cc1
-2.9%	-2.8%	O=C(CCCC(=O)OCC1CCCO1)OCC1CCCO1 (stereo not drawn)
2.5%	-15.7%	CC(=O)Nc1cc(-c2nn(CC(=O)N3CCCCC3)c(=O)c3ccccc23)ccc1N1CCOCC1
1.9%	-8.5%	O=C(CCNC(=O)Cn1ccc2ccccc2c1=O)NCCCN1CCN(c2ccccc2F)CC1
6.5%	.	O=C(Nc1ccccc1C(=O)NCCCn1ccnc1)c1ccc(Cl)cc1Cl
-3.6%	6.6%	CCOC(=O)c1ccc(N2NC(=O)/C(=C/c3ccc(Br)cc3)C2=O)cc1
-3.4%	.	CC1CCN(S(=O)(=O)c2csc(C(=O)Nc3ccccc3)c2)CC1
0.6%	.	Cc1ccc2c(c1)cc(CN(Cc1ccc3c(c1)OCO3)C(=O)c1ccccc1)c1nnnn12
7.5%	-2.0%	CC1=NN(c2nc(-c3ccc(Cl)c(Cl)c3)cs2)C(=O)C1
0.9%	-1.0%	CCc1ccc(NC(=O)c2ccc(C(C)C)cc2)cc1
-2.5%	1.1%	CC(C)(C)C(=O)/C=C(N)\C=C\c1ccccc1
-2.4%	-5.4%	O=C(CSCC(=O)N1CCOCC1)Nc1nc(-c2ccc3c(c2)OCO3)cs1
-6.7%	-6.5%	O=C(Cn1nc(Cc2cccnc2)c2ccccc2c1=O)N1CCN(C(=O)c2ccco2)CC1
-1.1%	0.3%	CCc1nc2ccccc2n(CCOCCn2c(=O)c(CC)nc3ccccc32)c1=O
-3.6%	-6.5%	CCCn1c2ccccc2c2nnc(SCC(=O)OCC)nc21

Continuation.
Hsp70 displacement	MKP-3 inhibition	SMILES
2.8%	-3.6%	Cc1ccc(N2C(=O)NC(=O)/C(=C\c3ccc(C)s3)C2=O)cc1
9.0%	-5.5%	CCOC(=O)C1=C(C)NC(=S)NC1c1ccc(O)cc1 (stereo not drawn)
2.8%	20.6%	O=C(CSc1nc2ccccc2c2nc3ccccc3n12)NCc1ccco1
7.7%	1.1%	CCc1c(C)nn2cn[n+](Cc3ccc(Cl)cc3)c2c1[O-]
-1.0%	5.2%	COc1ccccc1C(=O)Oc1ccc2oc(=O)sc2c1
1.4%	-2.6%	C=C1[C@@H](C)C2[C@H](Cc3ccccc3)NC(=O)[C@]23OC(=O)CC[C@H](O)CCC[C@H](C)C/C=C/[C@H]3[C@@H]1O (stereo partly drawn)
5.4%	-3.4%	Cc1cccc(CC2CC(=O)N(c3ccc(Cl)c(Cl)c3)C2=O)c1 (stereo not drawn)
-5.8%	0.5%	CCCCOCCCNC1=NCCCCC1

Exported as labelled records: entries from further up
CCOc1ccc(N(CC(=O)NC(C)C)S(=O)(=O)c2ccc(SC)cc2)cc1
  Hsp70 displacement: -2.5%; MKP-3 inhibition: 0.8%

O=C(CCN1C(=O)C2C3C=CC(C3)C2C1=O)N1CCN(c2ccccc2Cl)CC1 (stereo not drawn)
  Hsp70 displacement: 2.3%; MKP-3 inhibition: -4.3%

3 compounds already listed, sorted by their value in MKP-3 inhibition, smallest number first.
Hsp70 displacement	MKP-3 inhibition	SMILES
-5.8%	0.5%	CCCCOCCCNC1=NCCCCC1
7.7%	1.1%	CCc1c(C)nn2cn[n+](Cc3ccc(Cl)cc3)c2c1[O-]
2.8%	20.6%	O=C(CSc1nc2ccccc2c2nc3ccccc3n12)NCc1ccco1

Not all compounds are listed; rates above refer to the full screens.
